MK inhibit – blocks S. pneumoniae mevalonate kinase | purified MK, PK/LDH-coupled NADH absorbance 340 nm | inhibition, % at 10 µM | 65,000 compounds, 0.48% hits | AID 555;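 active means ranked among the strongest by inhibition in the single 10 µM screen, a fixed top-ranked set picked for dose follow-up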; further: no value below 0 was filed
Bfl-1 inhibitors – displacement of Bid BH3 peptide from Bfl-1 – biochemical, fluorescence polarization, FITC-Bid, mouse, primary screen (AID 432) | FITC-Bid BH3 peptide fluorescence polarization displacement; higher % means a stronger effect | 64,000 compounds, 0.02% hits | displacement, % at 20 µM, or IC50 in µM where a hit was titrated; in the data active means a potency from the dose series; inactive means the rest, 99 in 100 with displacement below about 15%; further: strong numbers were not always called active
HPDE-C7K KRASV12 – cytotoxicity in KRAS-transformed pancreatic duct cells, primary screen, cell-based, fluorescence, HTS (AID 431). one-dose cytotoxicity, % at 10 µM; EC50 in µM for titrated hits. 63,000 compounds, 1.7% hits. HPDE-C7K KRASV12 cells, Alamar Blue viability, 48 h; higher % means a stronger effect;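 active means compounds whose percent cytotoxicity in the single-dose primary screen, scaled between solvent and toxic-drug controls, exceeds 50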;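 further: 0% = DMSO solvent wells and 100% = doxorubicin-treated wells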
Alkaline phosphatase – inhibition of tissue-nonspecific alkaline phosphatase – biochemical, luminescent (AID 518); one-dose inhibition, % at 20 µM; IC50 in µM for titrated hits; 64,000 compounds, 0.09% hits; purified TNAP enzyme, luminescent substrate readout; higher % means a stronger effect; in the data active means a potency from the dose series; inactive means the rest, 99 in 100 with inhibition below about 22%;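 further: plate controls were vehicle for no effect and reference inhibitor for full effect; many of its hits are not listed in these tables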
Spn PMK inh – blocks S. pneumoniae phosphomevalonate kinase; purified PMK, PK/LDH-coupled NADH absorbance 340 nm; inhibition, % at 10 µM; 65,000 compounds, 0.49% hits;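 active means top-ranked compounds by inhibition in the single 10 µM screen, taking a fixed number of the strongest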;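 further: 0% = full reaction with DMSO carrier and 100% = background rate without enzyme reaction; no value below 0 was filed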
HPDE-C7 cytotoxicity – cytotoxicity in HPDE-C7 cells, cell-based, fluorescence, HTS (AID 430); HPDE-C7 pancreatic duct cells viability, fluorescence; higher % means a stronger effect; one-dose cytotoxicity, % at 10 µM; EC50 in µM for titrated hits; 63,000 compounds, 1.8% hits;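 further: cells exposed to compound for 48 hours before viability readout; 0% = vehicle and 100% = reference cytotoxic drug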
HT1080 cytotoxicity – HT1080 cell viability loss – fluorescence readout (AID 620); cytotoxicity, % at 10 µM; hits with a dose series show EC50 in µM; HT1080 viability, fluorescence; higher % means a stronger effect; 87,000 compounds, 0.42% hits;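 further: cells exposed to compound overnight then 4 h with Alamar Blue; 0% = vehicle DMSO and 100% = killing control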
LYP inhibition – LYP phosphatase inhibitors, primary screen, biochemical, DiFMUP fluorescence, recombinant catalytic domain, 10 µM (AID 606). recombinant LYP catalytic domain, DiFMUP fluorescence; higher % means a stronger effect. inhibition, % at 10 µM; hits with a dose series show IC50 in µM. 52,000 tested, under 10 active;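 active means IC50 under 40 µM in the dose-response test; inactive means IC50 of 40 µM or more, or never dose-tested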
Spn DPM-DC inh – inhibitors of Streptococcus pneumoniae diphosphomevalonate decarboxylase | 65,000 compounds, 0.49% hits | calls only at 10 µM | AID 556 | purified DPM-DC, PK/LDH coupled NADH fluorescence;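 active means the 320 compounds with the highest percent inhibition in the single-dose primary screen, excluding strongly autofluorescent ones, cut at about 32% in these data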;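 further: kinetic rate of NADH fluorescence loss reporting ADP formed by the decarboxylase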
Spn PMK inh pilot replicates – recorded beside Spn PMK inh, whose call it bears; inhibition, %; measured here: pilot screen replicates
MK inhibit pilot replicates – recorded beside MK inhibit, whose call it bears; inhibition, %; measured here: pilot screen replicates
Spn DPM-DC inh pilot screen % – also measured in Spn DPM-DC inh; calls as there; inhibition, %; measured here: pilot screen trials
* = called active by the depositor; i = inactive; / = no result given; + = active, no number. Unless noted, no stated cut-off is given here; in the data, active means cytotoxicity above about 50%; inactive means the rest. Compounds were not picked by outcome (roughly 3.5% active in at least one column).

SMILES	MK inhibit	Bfl-1 inhibitors	HPDE-C7K KRASV12	Alkaline phosphatase	Spn PMK inh	HPDE-C7 cytotoxicity	HT1080 cytotoxicity	LYP inhibition	Spn DPM-DC inh	others
COC(=O)CC(=O)Cc1nc(N)nc(Nc2ccc(C)c(C)c2)n1	0	1%	-2%	0%	2	-9%	0%	5%	i
CCOC(=O)c1c(-c2ccccc2)[nH]c2ccc(O)cc12	9	2%	25%	1%	1	32%	10%	10%	/
CCC(=O)N1CCc2cc(Br)cc(S(=O)(=O)NCC3CCCO3)c21 (stereo not drawn)	10	-11%	1%	8%	0	-3%	18%	/	i
COc1ccc(-c2cc(C(=O)Nc3c(C)nn(Cc4ccccc4)c3C)no2)cc1	0	1%	-1%	8%	14	14%	/	-2%	i
Cc1ccc(-c2noc(C3CCN(S(=O)(=O)c4ccc5c(c4)OCCO5)CC3)n2)o1	9	-1%	2%	6%	15	6%	-12%	4%	i
Cn1nc(-c2ccc(C(=O)N3CCN(c4ccccc4)CC3)cc2)c2ccccc2c1=O	0	-6%	-3%	7%	0	-10%	-3%	12%	i	Spn PMK inh pilot replicates=1.5;MK inhibit pilot replicates=0.5;Spn DPM-DC inh pilot screen %=2.0
O=C(NC(C(=O)c1ccccc1)n1cnccc1=O)c1ccccc1 (stereo not drawn)	9	-3%	-6%	3%	0	-4%	/	9%	i
CC1CCCN(C(=O)Cn2nnc(-c3cccnc3)n2)C1 (stereo not drawn)	9	-3%	1%	12%	15	5%	-4%	-8%	i
Cc1ccc(S(=O)(=O)N(C)CC(=O)NC2CCCC2)cc1	0	-3%	14%	18%	0	10%	2%	-7%	i	Spn PMK inh pilot replicates=4.5;MK inhibit pilot replicates=1.5;Spn DPM-DC inh pilot screen %=2.0
Cc1ccc(-n2c(SCC(N)=O)nc3c([nH]c4ccccc43)c2=O)cc1	1	8%	-2%	11%	6	4%	7%	-10%	i
c1ccc(-c2nc(NCc3ccco3)c3ccccc3n2)nc1	7	3%	20%	-21%	3	22%	-11%	-3%	i
CC(=O)N1CCN=C1SCc1c(F)cccc1Cl	4	2%	2%	11%	3	2%	4%	7%	i	Spn PMK inh pilot replicates=1.0;MK inhibit pilot replicates=2.0;Spn DPM-DC inh pilot screen %=0.0
Cc1csc(N(C)C(=O)CSc2nnc(COc3ccccc3C)o2)n1	3	2%	-4%	8%	15	-11%	/	/	i
Cc1cc(C(=O)CSc2nnnn2-c2ccc(O)cc2)c(C)n1Cc1ccc2c(c1)OCO2	5	-4%	13%	0%	15	24%	/	/	i
CCOC(=O)N1CCC(NC(=O)c2cc(C(=O)Nc3ccc(F)cc3F)ccc2CO)CC1	3	-6%	4%	6%	7	-9%	-4%	-7%	i
CN(CCCNC(=O)c1ccc(N2CCCC2=O)cc1)c1ccccc1	0	5%	-10%	4%	20	-31%	9%	-7%	i
Cc1nnc(NC(=O)C2CCCN(S(=O)(=O)Cc3ccccc3)C2)s1 (stereo not drawn)	0	-9%	-16%	4%	12	-13%	-4%	5%	i
O=C(NCCN1CCc2ccccc2C1)C1CC(=O)N(C2CCCC2)C1 (stereo not drawn)	0	-2%	/	12%	10	/	1%	-6%	i
C=CCNC(=O)c1ccc(C(=O)c2ccccc2)cc1	10	10%	-2%	9%	10	-21%	4%	/	i
CCOC(=O)C1C(c2ccc(C)o2)NC(=O)NC1(O)C(F)(F)F (stereo not drawn)	0	-6%	3%	-2%	15	0%	-18%	11%	i
Cc1nc2ccccc2n1CC(=O)N1CC(=O)Nc2ccccc21	0	5%	2%	12%	9	-23%	12%	18%	i
COc1ccc(NC(=O)c2cccc(NC(=O)C3C4CC5OC(=O)C3C5C4)c2)c(OC)c1 (stereo not drawn)	8	-9%	5%	8%	4	3%	15%	8%	i
C=CCOc1cccc(C2C(C(=O)c3ccc(C)o3)=C(O)C(=O)N2CCN(C)C)c1 (stereo not drawn)	1	1%	2%	5%	18	-8%	18%	/	i
Cc1cccc(N2CCN(C(=O)CCNS(=O)(=O)c3ccc4c(c3)CCC(=O)N4)CC2)c1C	11	-6%	4%	6%	3	6%	30%	12%	i
Cn1c(=O)c2c(nc(NCc3ccco3)n2CCc2ccccc2)n(C)c1=O	0	-6%	-9%	4%	10	-16%	0%	/	i
Next section:
SMILES	MK inhibit	Bfl-1 inhibitors	HPDE-C7K KRASV12	Alkaline phosphatase	Spn PMK inh	HPDE-C7 cytotoxicity	HT1080 cytotoxicity	LYP inhibition	Spn DPM-DC inh	others
Clc1ccc(Cc2nn3c(-c4ccncc4)nnc3s2)cc1	10	-6%	9%	17%	11	-16%	6%	16%	i	Spn PMK inh pilot replicates=4.5;MK inhibit pilot replicates=0.0;Spn DPM-DC inh pilot screen %=4.5
Cn1ncc2c(Nc3ccc(-c4ccccc4)cc3)ncnc21	0	-2%	23%	8%	13	29%	-2%	-4%	+
O=C(CSc1ncccn1)NCc1ccc(F)cc1	2	-19%	-24%	-6%	20	-21%	11%	9%	i
CCc1ccccc1OCCCCCNCCO	0	-5%	-4%	7%	5	4%	-3%	/	i	Spn PMK inh pilot replicates=2.0;MK inhibit pilot replicates=7.5;Spn DPM-DC inh pilot screen %=2.5
O=C(Nc1nn[nH]n1)c1cccc(Oc2ccccc2)c1	3	-5%	-7%	6%	2	-20%	2%	6%	i
CCOC(=O)C1CCN(C(=O)CCCCn2c(=O)[nH]c3ccccc3c2=O)CC1	0	5%	9%	8%	11	4%	-8%	13%	i	Spn PMK inh pilot replicates=1.0;MK inhibit pilot replicates=4.0;Spn DPM-DC inh pilot screen %=0.0
CC(C)CC(=O)N1CCN(S(=O)(=O)c2ccc(F)cc2)CC1	5	-6%	0%	14%	9	0%	-4%	-4%	i	Spn PMK inh pilot replicates=0.0;MK inhibit pilot replicates=3.5;Spn DPM-DC inh pilot screen %=1.0
COCCNC(=O)CN(C(=O)Cn1nnc2ccccc21)c1ccccc1	4	10%	2%	8%	13	-1%	-3%	21%	i
CN(C(=O)c1cccc(C#N)c1)c1nnc(C2CCCO2)s1 (stereo not drawn)	0	-5%	-3%	11%	19	-3%	-10%	-7%	i
COc1ccccc1OCC(=O)N1CCN(c2ccccc2OC)CC1	7	5%	-9%	14%	7	-21%	2%	/	i	Spn PMK inh pilot replicates=0.0;MK inhibit pilot replicates=4.0;Spn DPM-DC inh pilot screen %=3.0
COC(=O)c1nc(N)sc1-c1ccccc1	6	7%	7%	9%	10	-10%	9%	3%	i	Spn PMK inh pilot replicates=0.5;MK inhibit pilot replicates=0.0;Spn DPM-DC inh pilot screen %=7.0
Cc1cc(NCCOCCO)n2ncc(-c3ccc(Cl)cc3)c2n1	11	0%	75%*	9%	9	66%*	13%	/	i
Cc1cccc(-c2noc(CN(C(=O)c3c(-c4ccccc4Cl)noc3C)C(C)C)n2)c1	1	-5%	-4%	7%	2	-6%	-1%	3%	i
Nc1c(C(=O)OCC2CCCO2)c2nc3ccccc3nc2n1C1CCCCC1 (stereo not drawn)	6	-2%	-10%	4%	14	-6%	5%	/	/
CC(C)(C)NC(=O)CN(C(=O)C1CSC(=O)C1)c1ccc2c(c1)OCCO2 (stereo not drawn)	0	1%	-4%	5%	16	-10%	-2%	/	i	Spn PMK inh pilot replicates=1.0;MK inhibit pilot replicates=0.0;Spn DPM-DC inh pilot screen %=2.0
O=C(Nc1cc(Cl)ccc1N1CCOCC1)c1cnccn1	5	-3%	-13%	11%	4	-20%	3%	-2%	i
CC(=O)N(Cc1ccccc1)c1ncc2c(n1)c(=O)c(C#N)c1ccccn12	8	1%	1%	9%	17	7%	/	/	i
Cc1c(C(=O)OCC2CCCO2)[nH]c2c1C(=O)CC(c1ccc(N(C)C)cc1)C2 (stereo not drawn)	9	-3%	3%	6%	11	-4%	-3%	5%	i
OCc1n[nH]c(CO)n1	0	3%	-3%	5%	11	-16%	4%	/	i
CCOc1ccccc1-n1c(COc2ccc(C)cc2)nnc1SCC(N)=O	12	-12%	2%	4%	13	-6%	4%	/	i
Cn1nnnc1SCC(=O)c1c(N)n(C)c(=O)n(C)c1=O	4	0%	-2%	4%	16	0%	-6%	/	i
Cn1ccnc1SCC(=O)Nc1ccc2nc(SCC(=O)NC3CC3)sc2c1	0	-18%	-5%	-6%	0	-5%	/	-1%	i
COc1ccc(C2/C(=C(\O)c3cc(C)ccc3C)C(=O)C(=O)N2CCN(C)C)cc1OC (stereo not drawn)	1	6%	0%	8%	6	-21%	3%	0%	i
c1ccc(-c2nnnn2CCOCCn2nnnc2-c2ccccc2)cc1	0	2%	0%	8%	13	-2%	14%	-1%	i
COC(=O)c1ccc(NC(=O)NS(=O)(=O)c2ccc(C)cc2)cc1	1	-3%	13%	2%	3	6%	10%	-6%	i
CCOC(=O)C1=C(C)NC(=O)NC1c1ccc(OCCO)c(OC)c1 (stereo not drawn)	4	2%	-10%	15%	11	-23%	-6%	/	i	Spn PMK inh pilot replicates=4.0;MK inhibit pilot replicates=0.0;Spn DPM-DC inh pilot screen %=4.0
CCOC(=O)N1CCN(CCC(=O)c2ccc(Cl)cc2)CC1	13	-5%	8%	11%	9	37%	-10%	11%	i	Spn PMK inh pilot replicates=0.5;MK inhibit pilot replicates=3.0;Spn DPM-DC inh pilot screen %=4.5
O=c1oc2ccccc2n1CCc1ccccc1	4	-1%	12%	10%	11	47%	5%	8%	i	Spn PMK inh pilot replicates=3.5;MK inhibit pilot replicates=0.0;Spn DPM-DC inh pilot screen %=1.5

As a short view, some entries already given.
SMILES	MK inhibit	Bfl-1 inhibitors	HPDE-C7K KRASV12	Alkaline phosphatase	Spn PMK inh	HPDE-C7 cytotoxicity	HT1080 cytotoxicity	LYP inhibition	Spn DPM-DC inh	others
O=C(Nc1nn[nH]n1)c1cccc(Oc2ccccc2)c1	3	-5%	-7%	6%	2	-20%	2%	6%	i
CCOC(=O)C1CCN(C(=O)CCCCn2c(=O)[nH]c3ccccc3c2=O)CC1	0	5%	9%	8%	11	4%	-8%	13%	i	Spn PMK inh pilot replicates=1.0;MK inhibit pilot replicates=4.0;Spn DPM-DC inh pilot screen %=0.0
CC(C)CC(=O)N1CCN(S(=O)(=O)c2ccc(F)cc2)CC1	5	-6%	0%	14%	9	0%	-4%	-4%	i	Spn PMK inh pilot replicates=0.0;MK inhibit pilot replicates=3.5;Spn DPM-DC inh pilot screen %=1.0
COCCNC(=O)CN(C(=O)Cn1nnc2ccccc21)c1ccccc1	4	10%	2%	8%	13	-1%	-3%	21%	i
CN(C(=O)c1cccc(C#N)c1)c1nnc(C2CCCO2)s1 (stereo not drawn)	0	-5%	-3%	11%	19	-3%	-10%	-7%	i
COc1ccccc1OCC(=O)N1CCN(c2ccccc2OC)CC1	7	5%	-9%	14%	7	-21%	2%	/	i	Spn PMK inh pilot replicates=0.0;MK inhibit pilot replicates=4.0;Spn DPM-DC inh pilot screen %=3.0
COC(=O)c1nc(N)sc1-c1ccccc1	6	7%	7%	9%	10	-10%	9%	3%	i	Spn PMK inh pilot replicates=0.5;MK inhibit pilot replicates=0.0;Spn DPM-DC inh pilot screen %=7.0
